tim23-1 inh – tim23-1 yeast growth inhibition; S. cerevisiae tim23-1 growth, BacTiter-Glo luminescence, 24 h; inhibition, % at 20 µM; 330,000 compounds, 1.3% hits;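 active = growth inhibition of the mutant yeast at or above 50%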;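 also: temperature-sensitive mutant grown at 25 °C; plate controls were DMSO-treated mutant yeast for no effect and medium wells lacking yeast for full effect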
tim10-1 inh – growth inhibitors of tim10-1 mutant yeast; 330,000 compounds, 2.2% hits; S. cerevisiae tim10-1 ts strain growth, BacTiter-Glo, 24 h; inhibition, % at 20 µM;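 active = inhibition of at least 40%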;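 also: mutant grown at 25 °C; 0% = DMSO wells with yeast and 100% = wells holding no yeast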
APJ agonist – agonists of human APJ apelin receptor. P35414. CHO-K1 APJ PathHunter beta-arrestin, luminescence; 0% DMSO wells, 100% apelin. activation, % at 20 µM. 330,000 compounds, 0.11% hits;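 active = activation more than six SD over the plate average, tested at 20 µM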;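 also: 0% = DMSO alone and 100% = apelin-13 at 10 nM; some results filed as inactive read as strong as hits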
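Assay system: CHO-K1 APJ beta-arrestin complementation cell line / Compound: single test compound dose, 20 µM final, 1% DMSO / Times: overnight seeding, 90 min compound at 25 °C, 1 h detection / Technique: beta-gal luminescence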
TIM10 inh – inhibits growth of TIM10 yeast strain; inhibition, % at 10 µM; 330,000 compounds, 1.4% hits; S. cerevisiae TIM10 strain growth, BacTiter-Glo luminescence, 24 h; AID 463195;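 active = inhibition of 40% or more at the single tested concentration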;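 also: wild-type TIM10 isogenic control strain grown at permissive 25 °C; 0% = DMSO yeast wells and 100% = minimal medium wells without yeast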
NR3A LBD binder – modulates the human NR3A ligand-binding domain | NR3A LBD differential scanning fluorimetry, Tm shift; 0% = protein alone, 100% = glycine-bound protein | Tm shift relative to glycine control, % at 25 µM | 340,000 compounds, 2.5% hits | AID 1259313;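 active = melting temperature shift of at least 10% of the positive control shift, at one fixed dose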
Mdm2 MdmX PPI – human Mdm2/MdmX binding inhibition | 330,000 compounds, 3% hits | AID 485346 | inhibition, % at 8 µM | O15151+Q00987 | SaOS-2 split-luciferase Mdm2/MdmX complementation, luminescence;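 active = inhibition of at least 50% at 8 µM in the primary screen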
Target sequence (O15151 whole entry, looked up): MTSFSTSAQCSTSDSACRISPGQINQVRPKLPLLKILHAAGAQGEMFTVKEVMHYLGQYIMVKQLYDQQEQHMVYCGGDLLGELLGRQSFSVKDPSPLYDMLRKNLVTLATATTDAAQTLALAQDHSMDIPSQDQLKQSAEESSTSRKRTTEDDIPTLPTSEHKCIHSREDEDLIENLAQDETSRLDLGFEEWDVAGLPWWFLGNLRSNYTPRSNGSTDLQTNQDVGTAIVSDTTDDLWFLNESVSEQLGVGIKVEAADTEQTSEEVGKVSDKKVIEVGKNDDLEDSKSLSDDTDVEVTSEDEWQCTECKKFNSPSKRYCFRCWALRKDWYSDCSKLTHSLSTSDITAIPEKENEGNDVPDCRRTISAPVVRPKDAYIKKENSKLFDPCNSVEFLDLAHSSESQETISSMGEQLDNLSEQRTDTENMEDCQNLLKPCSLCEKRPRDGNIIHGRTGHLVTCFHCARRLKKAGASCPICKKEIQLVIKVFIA
Target sequence (Q00987 whole entry, looked up): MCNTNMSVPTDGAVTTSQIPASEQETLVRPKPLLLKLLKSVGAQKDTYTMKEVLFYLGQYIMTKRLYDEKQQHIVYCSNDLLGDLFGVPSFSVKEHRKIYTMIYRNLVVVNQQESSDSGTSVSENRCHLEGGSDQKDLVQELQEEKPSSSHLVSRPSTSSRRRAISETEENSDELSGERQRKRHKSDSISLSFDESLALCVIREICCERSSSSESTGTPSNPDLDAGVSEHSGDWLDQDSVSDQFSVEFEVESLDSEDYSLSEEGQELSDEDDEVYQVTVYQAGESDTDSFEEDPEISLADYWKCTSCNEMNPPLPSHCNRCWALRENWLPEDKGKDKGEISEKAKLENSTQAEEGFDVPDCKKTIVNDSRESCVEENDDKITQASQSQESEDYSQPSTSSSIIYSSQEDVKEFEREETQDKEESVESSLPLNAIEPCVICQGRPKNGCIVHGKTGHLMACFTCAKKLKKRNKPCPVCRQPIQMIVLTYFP
NALP3 yeast inh – inhibitors of NALP3 inflammasome in yeast; inhibition, % at 10 µM; 330,000 compounds, 0.39% hits; Yeast reconstituted NLRP3/ASC/caspase-1, beta-gal luminescence, 24 h;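 active = inhibition of 50% or more; inactive = inhibition below 50%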;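 also: plate controls were induced DMSO wells for no effect and uninduced yeast grown without galactose for full effect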
XBP1 UPR activ – activators of adaptive arm of unfolded protein response (XBP1); CHO-XBP1 luciferase reporter, IRE1-XBP1 UPR activation, luminescence; percent of tunicamycin response, DMSO as zero; activation, % at 20 µM; 330,000 compounds, 0.33% hits;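 active = versus positive control, 20 µM dose yields 30% or more activation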;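 also: 100% = tunicamycin at 10 µg/mL and 0% = DMSO only wells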
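Material – CHO cell line with stable XBP1 luciferase reporter · Buffer or medium – F12 plus 10% FBS · Compound – single point, 20 µM final compound, 1% DMSO · Schedule – 16-18 h cell attachment at 37 °C, then 6 h compound exposure · Signal – Steady-Glo luminescence read · Benchmarks – high control tunicamycin 10 µg/mL final, low control DMSO vehicle only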
UPR CHOP act – activators of apoptotic arm of unfolded protein response (CHOP). CHO-CHOP luciferase reporter, UPR activation, luminescence; percent of tunicamycin response over DMSO baseline. activation, % at 10 µM. 330,000 compounds, 0.34% hits. AID 449763;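 active = at 10 µM dose, activation of 40% or more, normalized to positive control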;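 also: 100% = tunicamycin at 10 µg/mL and 0% = DMSO alone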
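Assay system: CHO cells with stable CHOP pathway luciferase reporter; Buffer or medium: F12 plus 10% serum; Times: 16-18 h cell attachment, then 6 h compound exposure, 37 °C; Signal: luciferase luminescence; Read-out basis: percent activation relative to tunicamycin control; Control set: tunicamycin high control, DMSO low control.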
* marks the source's active call; other numbers are inactive results.

Sample of the layout (3 entries):
SMILES	tim23-1 inh	tim10-1 inh	APJ agonist	TIM10 inh	NR3A LBD binder	Mdm2 MdmX PPI	NALP3 yeast inh	XBP1 UPR activ	UPR CHOP act
CCc1nnc(NC(=O)c2ccc3ncsc3c2)s1	-8	15	-5	13	4	-33	-1	2	1.3
Cc1cc(C)nc(N2CCC(C(=O)NC3CC3)CC2)n1	11	15	2	-12	1	14	13	-3	0.4
COc1ccc(CC(=O)NCc2ccccn2)cc1OC	-5	0	-3	-6	-2	-7	7	-5	-0.3

The listing, previewed entries included:
SMILES	tim23-1 inh	tim10-1 inh	APJ agonist	TIM10 inh	NR3A LBD binder	Mdm2 MdmX PPI	NALP3 yeast inh	XBP1 UPR activ	UPR CHOP act
CCc1nnc(NC(=O)c2ccc3ncsc3c2)s1	-8	15	-5	13	4	-33	-1	2	1.3
Cc1cc(C)nc(N2CCC(C(=O)NC3CC3)CC2)n1	11	15	2	-12	1	14	13	-3	0.4
COc1ccc(CC(=O)NCc2ccccn2)cc1OC	-5	0	-3	-6	-2	-7	7	-5	-0.3
CCOc1cccc2cc(-c3csc(NC(=O)CCC(=O)NCCN4CCCCC4C)n3)c(=O)oc12 (centres undefined)	33	8	0	-9	-1	-222	13	5	2.9
Cc1nnc(N(C)C(=O)c2ccncc2)s1	-8	1	-2	0	0	-9	25	0	3.6
C=CCONC(=O)c1cc(OCC(F)(F)F)ccc1OCC(F)(F)F	7	2	-3	-5	-2	4	-12	1	-2.1
N#Cc1nc(COc2ccccc2Cl)oc1N1CCCCCC1	9	-1	-3	2	2	18	36	4	3.7
COc1ccc(S(=O)(=O)Cc2ccc(C(=O)NC(C)C)o2)cc1	11	-2	-2	-1	0	7	11	-1	1.5
COc1ccc(N(CC(=O)NCC2CCCO2)S(=O)(=O)c2c(C)noc2C)cc1 (centres undefined)	10	6	-2	4	2	9	17	0	0.4
c1ccn2cc(CSc3nnc4ccccn34)nc2c1	5	-10	-3	-3	3	-58	0	-3	1.7
c1ccc(-c2nnc3n2-c2ccccc2SC3)cc1	11	7	-6	5	3	13	15	-1	-0.1
COc1ccc(N2C(=O)c3ccccc3C2O)cc1 (centres undefined)	21	26	-2	2	2	6	11	0	2.5
Cc1ccc(CN2CCN(Cc3ccc(O)cc3)CC2CCO)o1 (centres undefined)	4	-6	-1	6	0	-2	4	0	-1.3
COCCOC(=O)c1c(N)n(CCCN2CCOCC2)c2nc3ccccc3nc12	-21	-24	-5	-6	0	25	-2	-1	-0.2
CCCC[C@H]1C2=C3[C@@H](CC(C(=O)OC)=C[C@@H](C(=O)OC)[C@H]3C(C)(C)C2=O)n2c(=O)n(-c3ccccc3)c(=O)n21	23	0	5	1	3	29	14	-2	1.5

Record cards (already shown):
COc1ccc(N2C(=O)c3ccccc3C2O)cc1 (centres undefined) across the screens: tim23-1 inh: 21; tim10-1 inh: 26; APJ agonist: -2; TIM10 inh: 2; NR3A LBD binder: 2; Mdm2 MdmX PPI: 6; NALP3 yeast inh: 11; XBP1 UPR activ: 0; UPR CHOP act: 2.5
C=CCONC(=O)c1cc(OCC(F)(F)F)ccc1OCC(F)(F)F across the screens: tim23-1 inh: 7; tim10-1 inh: 2; APJ agonist: -3; TIM10 inh: -5; NR3A LBD binder: -2; Mdm2 MdmX PPI: 4; NALP3 yeast inh: -12; XBP1 UPR activ: 1; UPR CHOP act: -2.1

More structures:
SMILES	tim23-1 inh	tim10-1 inh	APJ agonist	TIM10 inh	NR3A LBD binder	Mdm2 MdmX PPI	NALP3 yeast inh	XBP1 UPR activ	UPR CHOP act
CCn1nc(C)c(CNC(=O)c2ccc(OC3CCN(Cc4ccccn4)CC3)cc2)c1C	13	2	8	7	0	2	23	0	6.7
CCC(CC)C(=O)Nc1c2cnn(-c3ccccc3)c2nc(=O)n1-c1ccccc1	3	-10	-6	3	1	3	-1	-2	-0.2
COc1ccccc1N(CN1C(=O)c2ccccc2C1=O)C(=O)c1cccnc1	8	4	0	8	1	10	19	0	-0.2
Cc1ccc(CSc2nnc(-c3ccc(S(=O)(=O)N4CCCC4)cc3)o2)cc1	13	7	2	5	-1	49	8	1	-2.5
N#Cc1c(N)sc(=S)c2c1CCCCC2	25	20	1	4	-2	-14	8	-2	-2.2
Cc1ccc(C(=O)N[C@H](C(=O)Nc2ccc(F)cc2)C(C)C)cc1	-3	-2	-1	-5	-2	14	4	-5	1.7
CN(Cc1ccon1)C(=O)CC1C(=O)NCCN1Cc1ccccc1C(F)(F)F (centres undefined)	19	-2	0	-1	1	-1	0	-6	-0.4
c1ccc(CCc2ccccc2-c2nc(-c3cccnc3)no2)cc1	10	19	-3	9	0	13	24	2	0.5
CCOC(=O)c1c(N)n[nH]c1-c1ccc(OC)cc1	2	9	-1	7	1	-5	14	0	-0.7
COc1ccc(Br)cc1CN1C(=O)NC2(CCCCCC2)C1=O	35	13	-3	10	-1	3	20	2	7.0
O=C1/C(=C/c2ccc(Cl)cc2)SC(=S)N1CCC(=O)N1CCCCC1CCO (centres undefined)	32	30	-2	9	-4	25	16	-5	0.1
C/C(=N\NC(=O)COc1cccc2ccccc12)c1cccs1	6	1	2	12	-2	24	23	-7	0.3
Cc1cccc2cc(CN(Cc3ccco3)C(=O)c3ccncc3)c(=O)[nH]c12	14	3	0	-3	-2	3	26	-3	-2.1
CCOC(=O)C1=C(C)NC(C)=C(C(=O)OCC)C1c1ccc(C)o1	9	-4	-1	-21	-1	17	15	0	0.7
Cc1nc(SCC(=O)c2ccccc2)c(C#N)c(-c2ccco2)c1C(=O)NCc1ccco1	-7	21	1	18	-2	34	25	-4	2.8
C=CCOc1ccc(CNc2nccs2)cc1	-7	7	-6	-2	-1	0	27	2	1.2
c1ccc2c(c1)CCc1c-2nc2ccccc2c1N1CCOCC1	31	19	4	28	-2	-14	-7	4	1.1
CCCCC1=CC2=CC(=O)C(C)(OC(=O)CC)C(=O)C2=CN1CCOC (centres undefined)	12	6	14	8	61*	24	10	-2	-0.1
Nn1c(-c2ccccn2)nnc1-c1ccccn1	6	9	-6	-10	1	-7	4	1	2.7
COc1ccc(N2C(=NC(=O)c3ccccc3)SC3CS(=O)(=O)CC32)cc1 (centres undefined)	6	6	-2	-10	-1	-18	1	-2	2.8
CC(Sc1nncn1C)C(=O)Nc1nnc(-c2ccccc2)s1 (centres undefined)	6	8	2	-6	0	-49	16	1	0.2
CC(C)NC(=O)c1ccccc1NC(=O)/C=C/c1ccc([N+](=O)[O-])cc1	10	6	-1	3	3	39	-3	0	0.6
COc1ccc(NC(=O)CC2C(=O)N(c3ccc(F)cc3)C(=S)N2NC(=O)c2ccccc2)cc1 (centres undefined)	6	2	-1	3	0	-33	5	0	-1.2
COC(=O)c1cc2oc3ccccc3c2n1CC(=O)N1CCCc2ccccc21	4	14	-6	11	0	21	-1	2	-1.8
CCOC(=O)C(C)n1nc(-c2ccccc2)c2ccccc2c1=O (centres undefined)	17	14	-8	0	-4	7	24	2	-1.1
Nc1c2c(nc3c1CCCC3)CCCC2 (tested in a mixture with another compound)	-15	-7	-3	-3	-1	-28	5	-3	1.5
O=C(Nc1ccc([N+](=O)[O-])cc1)OCCc1ccccn1	-11	21	-2	-12	0	-8	23	10	5.1
O=C(CN1/C(=C(/O)c2ccccc2)C(=O)c2ccccc2S1(=O)=O)c1ccccc1	21	22	-20	35	-2	22	-32	1	-1.3
COc1cc2c3c(c1)C1(C(=O)N3C(C)(C)C=C2C)C(C#N)=C(N)Oc2cc(O)ccc21 (centres undefined)	12	29	-5	4	-22	6	6	2	-1.8
CC(C)Nc1ncnc2c1cnn2Cc1ccccc1Cl	9	22	3	-13	0	-2	13	-1	1.5
CCN(CC(=O)Nc1ccc(NC(C)=O)cc1)C(=O)c1cccnc1Sc1ccc(C)c(C)c1	17	-4	-2	3	0	-10	23	1	-2.5
COc1cc2oc(=O)ccc2cc1[C@@H](O)[C@@H]1OC(C)(C)OC1(C)C	-5	-12	-2	1	0	10	14	-4	2.0
O=C(/C=C/c1ccco1)Nc1ccc(N2CCCC2)cc1	4	-13	-1	-1	-1	-116	39	2	7.2
CCOCCn1c(CN2CCCCC2)nc2c1c(=O)n(C)c(=O)n2C	8	-1	-4	-2	3	11	-6	-2	0.2
Cc1cc(C)c2cc(CN(Cc3nnnn3Cc3ccc(F)cc3)C3CCCC3)c(=O)[nH]c2c1	2	10	1	18	0	-7	2	-1	3.9
Cc1ccc(C(=O)CC(=O)COc2ccc(Cl)cc2)cc1	13	20	0	-8	-3	7	14	-2	-0.4
Cc1ccc(Oc2ccc(S(=O)(=O)Nc3ccc(C(=O)O)cc3)cc2)cc1	-1	0	-3	8	1	5	18	-2	2.4
O=C1CSC(=Nc2ccc(Cl)cc2)N1Cc1cccnc1	14	6	-5	11	-2	20	-2	-2	-0.3
COc1ccccc1/C=C/C=N/NC(=O)CCn1nnc2ccccc21	16	21	1	13	1	4	14	1	-0.5
Cc1n[nH]c(=O)c2c(NC(=O)CSc3nnnn3-c3ccccc3)oc(C)c12	17	1	-2	-3	1	16	11	-2	0.9
Cc1ccc(C(=O)NCCNC(=O)c2cccnc2)cc1	-11	-39	1	10	-1	4	6	5	-0.9
O=C1NC(c2cccs2)Nc2ccccc21 (centres undefined)	4	11	-4	9	-1	18	23	4	0.3
Cc1nn(C)cc1C(N)=O	-7	14	1	3	-2	-1	0	-2	-1.1
CCC(C)(O)c1[nH]c2ccc(C(F)(F)F)cc2c1C (centres undefined)	18	39	-2	13	-10	20	19	1	-0.6
O=C(Nc1nnc(-c2ccncc2)s1)C1CCCO1 (centres undefined)	20	21	-3	8	0	18	10	1	2.4
Cc1ccc(CNC(=O)c2ccc3c(c2)NC(=O)CS3)cc1	-15	-40	-5	-44	0	-8	2	0	-0.1
CCC(=NCCN1CCNCC1)C1=C(O)CC(C)(C)CC1=O	-3	-21	-4	-9	-14	21	11	-2	0.1
COc1ccc2c(c1)c1nc3ccccc3nc1n2CCn1c(=O)oc2ccccc21	2	25	-3	7	0	8	6	-2	-2.0
CC(=O)Nc1ccc(N(C)S(C)(=O)=O)cc1	-3	1	-3	-1	-1	27	-3	0	-0.3
Cc1cccc(-c2ocnc2C(=O)N2CCN(C(=O)c3cccs3)CC2)c1	25	7	-6	-1	-1	4	25	4	-1.0
C/C(=N\NC(=O)c1c(C)nc2ccccn12)c1ccc(O)cc1O	-35	-6	-1	-1	-4	74*	48	-2	-2.0
CCc1ccc(-c2cc(C)no2)cc1S(=O)(=O)NCc1ccccc1OC	30	41*	-9	-5	-8	21	7	-4	-2.2
CC(C)C(OC(=O)c1cccs1)C(=O)NCc1ccco1 (centres undefined)	15	16	-4	4	-2	17	2	-2	-1.5
COc1cccc(OC)c1C(=O)NC(=S)NNC(=O)[C@H]1C[C@@H]1c1ccccc1	0	22	-1	14	0	40	23	3	1.8
CCOc1ccccc1NC(=O)C1CCCN(C(=O)NCc2ccccc2)C1 (centres undefined)	10	10	0	10	-1	10	8	-1	-1.2
COc1cc(CNc2ccc(N3CCOCC3)cc2)ccc1OCC(=O)NC(C)(C)C	-4	-3	1	0	-3	-7	29	-5	1.3
O=C(Nc1ccccc1O)c1cc(S(=O)(=O)N2CCOCC2)ccc1Cl	0	-1	-1	5	-1	3	6	-2	0.2
